# High-throughput results as filed in PubChem.
# SW480 rerep: inducers of DNA re-replication in SW480 colon cancer cells; 340,000 compounds, 1.8% hits; Potency, µM (titrated, usually from 46.1 µM), inactives show at the highest dose re-replication activation, usual class: activators; SW480 DNA re-replication, Hoechst DNA content imaging, 48 h; AID 624297; note: potency is the fitted concentration of half-maximal effect; % of control where 0% means no effect; nearly all actives have a fitted effect of over 55% in size
#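 Quantitative HTS format with DMSO vehicle controls; 48 hr drug incubation at 37 C, then 40 min Hoechst staining and scanning imager measurement at 405 nm excitation.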
# KB-V1 MDR tox: KB-V1 MDR subline cytotoxicity; KB-V1 MDR cells viability, CellTiter-Glo, 72 h; Potency, µM (doses to about 46.1 µM), for inactives: at the top dose activity change, negative = cytotoxicity, hits mostly cytotoxic; 400,000 compounds, 3.4% hits; AID 1347076; note: potency is the fitted concentration of half-maximal effect; % is set by controls: 0 for no effect and ±100 for the full control effect; nearly all actives have a fitted effect of over 60% in size
#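 Cytotoxicity toward P-gp-expressing KB-V1 cells was determined as loss of CellTiter-Glo luminescence after 72 h at 37 degrees C. Compounds were tested in quantitative HTS format across a concentration range, with curves fitted to normalized data.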
# KB-3-1 cytotox: KB-3-1 parental cell cytotoxicity; KB-3-1 viability, CellTiter-Glo ATP luminescence, 72 h; Potency, µM (series often up to 46.1 µM), for inactives: at the top dose activity change, negative = cytotoxic, usual class: cytotoxic; 400,000 compounds, 1.4% hits; note: potency is the fitted concentration of half-maximal effect; % is set by controls: 0 for no effect and ±100 for the full control effect; nearly all actives have a fitted effect of over 60% in size
#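 KB-3-1 cells, DMEM (no phenol red) + 10% FBS; compound by pin transfer, 72 h, 37 °C. Readout: CellTiter-Glo luminescence after 10 min. Data normalized, curve-fitted.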
# ATXN2 expr inh: ATXN2 expression inhibition. HEK-293 ATXN2-luciferase reporter, luminescence, 24 h. Potency, µM (doses to about 57 µM), for the others: at the top dose activity change, negative = inhibition, most hits filed as inhibitors. 360,000 compounds, 0.72% hits; note: potency is the fitted concentration of half-maximal effect; % is set by controls: 0 for no effect and ±100 for the full control effect; nearly all actives have a fitted effect of over 55% in size
#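 qHTS (up to 57 uM final) was run with 24 h compound exposure of reporter cells at 37 °C. Each well was multiplexed: SteadyGlo luminescence measured ATXN2-luciferase expression after a fluorogenic Gly-Phe-AFC viability readout (25 uM final).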
# HT1080 IDH1KD tx: kills HT-1080 cells with IDH1 knockdown; HT-1080 IDH1 knockdown viability, ATP luminescence, 48 h; Potency, µM (doses to about 46.1 µM), for the others: at the top dose activity, negative = toxicity, usual class: cytotoxic; 360,000 compounds, 2% hits;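 note: potency is the fitted concentration of half-maximal effect; 0% = DMSO wells and -100% = cell-free medium wells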
#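 Viability of IDH1-knockdown HT-1080 fibrosarcoma cells was assessed by CellTiter-Glo after 48 h at 37 °C with titrated compound; concentration-effect curves were classified by fit quality and response size.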
# ATXN viability: reduces viability in counter-screen for ATXN expression inhibitors | 400,000 compounds, 0.49% hits | S2 cells (HEK-293 line with an ATXN2-luciferase reporter) viability, CellTiter-Fluor protease fluorescence, 24 h | AID 651635 | Potency, µM (highest dose often 56.7 µM), usual class: cytotoxic; note: potency is the fitted concentration of half-maximal effect; nearly all actives have a fitted effect of over 40% in size
# HT1080-NT tox: kills 2HG-producing HT-1080-NT fibrosarcoma cells. HT-1080-NT fibrosarcoma viability, CellTiter-Glo ATP luminescence, 48 h. 360,000 compounds, 1.6% hits. AID 686970. Potency, µM (highest dose often 46.1 µM), inactives show at the top dose activity, negative = less viability, usual class: cytotoxic;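 note: NT is the 2HG producing partner of a matched IDH1 knockdown line; potency is the fitted concentration of half-maximal effect; 0% = DMSO-treated cells and -100% = media-only wells without cells; nearly all actives have a fitted effect of over 55% in size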
#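 HT-1080-NT; 750 cells/well; 5% FBS RPMI; 48 h compound, 37 degrees C; CellTiter-Glo luminescence; curve fitting and curve-class assignment.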
# MCF10A rerep: induces DNA re-replication in MCF 10a normal breast cells | MCF 10A DNA re-replication, Hoechst nuclear intensity, 48 h | Potency, µM (highest dose often 46.1 µM), without a hit: at the highest dose activity, positive = re-replication, usual class: activators | 350,000 compounds, 2.9% hits; note: potency is the fitted concentration of half-maximal effect; % of control where 0% means no effect; nearly all actives have a fitted effect of over 50% in size
# IL1B secr inh: inflammasome signaling inhibition, IL-1 beta readout; THP-1 LPS/ATP IL-1B secretion, AlphaLISA, 16 h; hits give low values; AID 743279; activity change, % at 57.5 µM; 360,000 compounds, 4.7% hits; in the data active = activity change below about -50%; inconclusive = mostly about -30% to -49%; note: % is set by controls: 0 for no effect and ±100 for the full control effect
#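 Secreted IL-1B measured by AlphaLISA bead assay after 16 h compound exposure of THP-1 cells; compounds (final up to 57.5 uM) added 1 h before LPS (250 ng/mL) and ATP (1.25 mM) stimulation; lower signal means less secretion.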
# Active calls of the source: *; i = inactive; ? = inconclusive; nt = not tested or not shown; [ ] = dose if it differs, or a comment. Unless noted, calls come from the whole dose curve; as a rule, active = well fitted curve in the direction sought with a large enough effect; inconclusive = small, poorly fitted or top-dose-only effect, or another doubt; inactive = no such curve, though single readings can be large; an effect the other way counts as inactive or inconclusive. Outcome played no part in choosing rows. Share with any hit: about 11%.
compound	SW480 rerep	KB-V1 MDR tox	KB-3-1 cytotox	ATXN2 expr inh	HT1080 IDH1KD tx	ATXN viability	HT1080-NT tox	MCF10A rerep	IL1B secr inh
CC12CCC(=O)N1C(C(=O)NCCN1C(=O)S/C(=C\c3ccccc3Cl)C1=O)CS2 (stereo not drawn)	-6%	-2%	7%	nt	-2%	i	-1%	13%	-12
Cc1nnc(SCC(=O)N(C)C2CCCCC2)s1	11%	-1%	4%	0%[11.3 µM]	4%	?	29%	2%	3
Cc1c(C(=O)Nc2cc(S(=O)(=O)N3CCOCC3)ccc2N2CCN(C)CC2)oc2ccccc12	0%	?	-10%	-11%	-8%	i	-4%	16%	28
N#Cc1c(-c2ccccc2)cc(C2CC2)nc1SCC(=O)O	-9%	2%	3%	22%	15%	i	-1%	11%	-4
O=S1(=O)C[C@@H](O)[C@@H](Nc2ccc(Cl)cc2)C1	-3%	?	15%	0%	13%	i	0%	-180%[0.0737 µM]	-13
CN(C)CCOC(C1CCCCC1)C1CCCCC1	-2%	0%	-2%	-15%	-7%	i	1%	-8%	?
Cc1c(N=C2SCC(=O)N2/N=C/c2ccccc2)c(=O)n(-c2ccccc2)n1C	-2%	-17%	9%	5%	-7%	i	-2%	0%	-8
COc1cccc(CSc2nc(-c3ccccc3F)nc3c2Cc2c(CO)cnc(C)c2O3)c1	nt	14%	-12%	9%	nt	i	nt	nt	nt
COc1ccc(-c2cnc3c(NC=O)cc(-c4ccc(C(=O)N5CCOCC5)cc4)cn23)cc1OC	nt	?	?	3%	21µM*	i	?	nt	?
Cc1ccc(NC(=O)C2CCCN(c3ncnc4c3nc3n4CCCCC3)C2)cc1Cl (stereo not drawn)	?	?	?	-36%	?	i	-27%	8%	33
CCOC(=O)C1CCCN(C(=O)c2cc3cc4ccc(OC)cc4nc3o2)C1 (stereo not drawn)	18%	-4%	?	-3%	-4%	i	7%	-2%	-2
COC(=O)c1cc(OC)c(OC)cc1NC(=O)Nc1ccccc1OC	-14%	1%	13%	nt	-1%	nt	5%	-2%	-14
COc1ccc(C2=NNC(=Nc3cc(S(=O)(=O)N(C)C)ccc3C)SC2)c(OC)c1	19%	?	?	nt	?	?	?	4%	-54*
CCCc1ccc(OC(C)c2nc(-c3ccc(-n4cccc4)cc3)no2)cc1 (stereo not drawn)	nt	0%	-1%	-6%	nt	i	nt	nt	nt
COc1ccc(/C=N/NC(=O)CCSc2nc3ccccc3s2)cc1	10µM*	-9%	?	-28%	?	i	?	?	?
CCOC(=O)c1oc2ccccc2c1COC(=O)CNC(=O)c1ccco1	-3%	0%	-2%	6%	-1%	i	3%	-2%	19
Cc1cc(C)cc(N(CCC(=O)O)S(=O)(=O)c2ccc(Cl)cc2)c1	-29%	4%	2%	7%	17%	i	23%	2%	18
O=CN1CCCN(C(=O)CC2C(=O)NCCN2Cc2cccc(Oc3ccccc3)c2)CC1 (stereo not drawn)	-5%	0%	10%	2%	-3%	i	-6%	-5%	18
COc1ccccc1/C=N/NC(=O)c1ccc(-c2ccccc2)cc1	6%	-6%	-4%	-29%	-18%	i	-27%	18µM*	27
O=C(Nc1cccn(Cc2ccccc2Cl)c1=O)NC1CCCCC1	-4%	-4%	-3%	-14%	-7%	i	-20%	18%	-15
O=C(COC(=O)CCSc1ccccc1)NCc1ccccc1	-8%	-5%	7%	-19%	15%	i	11%	4%	26
Cn1c(CSCc2ccc(Cl)cc2Cl)n[nH]c1=S	5%	?	-4%	3%	-1%	i	-2%	-1%	7
CCOc1ccc(N2C(=O)CC(Sc3nnnn3-c3ccccc3)C2=O)cc1 (stereo not drawn)	16µM*	3%	-11%	-7%	15µM*	?	-28%	?	-57*
Cc1ccc(S(=O)(=O)/N=C(\c2ccc(Cl)cc2)N2CCOCC2)cc1	1%	-5%	-10%	-19%	-2%	i	1%	1%	3
CC(=O)c1cccc(NC(=O)N2CCCC(C(=O)c3cc(F)ccc3F)C2)c1 (stereo not drawn)	10%	2%	-24%	1%	-4%	i	0%	-1%	11
CCN1C/C(=N\S(=O)(=O)/N=C2\CN(CC)C(=O)N2CC)N(CC)C1=O	3%	24%	-2%	-5%	1%	i	-1%	2%	19
CC(=O)c1c(C)[nH]c(C(=O)Nc2ccc(S(=O)(=O)N(C)C)cc2)c1C	-73%[inhibitor]	-9%	-18%	40%[activator]	2%	i	4%	-7%	-15
O=S(=O)(c1ccc2nc(N3CCN(c4cccc(Cl)c4)CC3)ccc2c1)N1CCCCC1	nt	?	8%	2%	nt	?	nt	nt	nt
O=C(c1cc(F)c(F)cc1Cl)N1CCCc2ccccc21	-4%	?	-1%	3%	-8%	i	-3%	?	22
Cc1ccc[n+](-c2nc3ccccc3nc2[N-]S(=O)(=O)c2ccccc2)c1	2%	7%	12%	11%	22%	?	?	-10%	-11
COC(=O)c1sc2ccccc2c1-n1cccc1C(=O)C(=O)Nc1ccc(F)cc1	-1%	-9%	-3%	1%	-1%	i	-3%	-1%	-2
O=C(CC1C(=O)NCCN1Cc1ccc(F)cc1)NCCN1CCCc2ccccc21 (stereo not drawn)	-99%[inhibitor]	-9%	-2%	nt	0%	i	4%	12%	-8
CCCCc1ccc(NC(=S)N2CCN(c3ccccn3)CC2)cc1	4%	?	-3%	-10%	-15%	i	-5%	17%	-16
O=C(Oc1ccc(Cl)cc1)c1ccc(COC(=O)c2cnccn2)cc1	-3%	-1%	-2%	nt	4%	nt	6%	-6%	4
O=C(c1ccccc1)N1CCN(S(=O)(=O)N2CCCCCC2)CC1	-23%	-17%	-1%	-5%	-1%	i	13%	1%	-12
CCOC(=O)C1(CCCc2ccccc2)CCN(C(=O)C2CCCN(C(N)=O)C2)CC1 (stereo not drawn)	-12%	18%	1%	6%	4%	i	3%	-5%	5
NC(N)=Nc1nc2ccccc2o1	?	28%	15%	6%	3%	i	2%	-6%	38
COc1ccc(N(Cc2cc3ccccc3[nH]c2=O)S(=O)(=O)c2ccccc2)cc1	-6%	?	?	-10%	?	i	?	9%	0
Cc1ccc(-n2nc(C)c3c(C)c(CCC(=O)O)c(C)nc32)cc1	-2%	1%	-28%	7%	-13%	i	-1%	-3%	51
c1ccc(OCc2nn3c(C4CCCCC4)nnc3s2)cc1	-2%	0%	-10%	-19%	6%	i	0%	-3%	-25
Cc1cc(C)cc(Cn2cc(CN3CC(N4CCN(CCN(C)C)CC4)CS3(=O)=O)nn2)c1 (stereo not drawn)	nt	3%	5%	10%	5%	i	13%	nt	40
CCSc1nc(-c2ccc(OC)cc2)cc(-c2ccc(OC)cc2)c1C#N	?	?	11%	-4%	18%	i	-1%	?	-2
Fc1ccccc1Nc1nc2ccccc2n2nnnc12	6%	0%	0%	21%	-1%	i	-8%	0%	10
COc1ccc(-c2cc(C(=O)OCC(=O)Nc3ccc4c(c3)OCO4)c3ccccc3n2)cc1	-1%	-24%	6%	22%	-7%	i	-13%	-2%	-8
CCOC(=O)c1c(C)nc2c(c1C)/C(=N/O)CC(C)(C)C2	7%	?	-11%	-7%	-29%	i	?	1%	?
Cc1cccc(CSc2nc3c(cc2C#N)CCC3)c1	-9%	9%	16%	2%	7%	i	0%	-184%[0.0737 µM]	7
Cc1ccc(NCc2cccnc2)cc1	-6%	0%	-1%	3%	1%	i	1%	-8%	24
O=C(OCC(=O)N1CCN(c2ccccc2)CC1)c1cc(Cl)ccc1[N+](=O)[O-]	-7%	nt	nt	-6%	-1%	i	-9%	?	-3
CCOc1ncccc1C(=O)OCc1c(Cl)cccc1Cl	-6%	16%	11%	2%	8%	i	7%	-7%	40
N#CC(C#N)=C(N)Nc1cccc(Cl)c1	-6%	15%	0%	-6%	9%	i	2%	1%	-4
CC(C)NC(=O)CN(c1cccc(Br)c1)S(C)(=O)=O	1%	1%	6%	1%	44%	i	0%	-1%	4
Cc1ccc(NC(=O)CSC(N)=O)cc1Cl	0%	8%	4%	-23%	-7%	i	0%	-4%	-51*
CCc1nnc(NS(=O)(=O)c2ccc(N3C(=O)c4ccccc4C3=O)cc2)s1	1%	5%	-5%	-14%	19%	i	3%	0%	-8
CCCn1nc(C(=O)NCc2ccccn2)c2ccccc2c1=O	2%[9.22 µM]	-24%	30%	5%	-4%	i	0%	-5%	-14
CCN(CC)S(=O)(=O)c1cc(C(=O)n2cccn2)c(Cl)cc1Cl	3%	15%	-3%	-11%	-3%	i	10%	-3%	7
COc1ccc2cc(C(c3nnnn3CCc3ccccc3)N3CCC(O)CC3)c(=O)[nH]c2c1 (stereo not drawn)	-3%	6%	5%	-2%	11%	i	7%	-2%	7
COc1ccc(/C=N/NC(=O)Cn2cnc3ccccc3c2=O)cc1	-2%	3.3µM*	20%	-3%	4%	i	5%	?	1
COc1ccc2c(c1)CCN1C2CCN2C(=O)CCC21 (stereo not drawn)	-2%	-5%	7%	3%	9%	i	-2%	?	1
COCCNc1ncnc2c1cnn2Cc1ccc(Cl)cc1	16%	?	?	3%	-28%	i	-16%	?	-18
Cc1nc(NC(=O)c2ccc(Cl)cc2)nc2cc3c(cc12)OCO3	-1%	-12%	15%	3%	-30%	i	-18%	10%	13
